APP 5'UTR act: APP 5'UTR luciferase reporter activation | activation, % at 2 µM | SH-SY5Y APP 5'UTR luciferase reporter, luminescence; zero percent = DMSO vehicle wells | actives 1% (n = 190,000);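 active = activation above a set limit, based on mean plus 3 SD of controls, cut at about 140% in these data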; also: values of inactives mirror those of a sister screen read the other way
Redox H2O2 prof: compounds producing H2O2 with reducing agent – biochemical, NIH compound library profiling, artefact control for MLSCN library redox annotation, primary screen. DTT-dependent redox cycling H2O2, phenol red/HRP absorbance; 100% = 100 µM peroxide control, 0% = buffer. activation, % at 10 µM. actives 0.03% (n = 200,000);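 active = activation of at least 50% relative to the plate's high and low controls in the primary single-dose screen; inactive = activation below 50%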;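 also: compound incubated with DTT at 0.8 mM final as the reducing agent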
STAT1 activator: increases IFN-gamma driven STAT1 reporter signal | NIH 3T3 STAT1-luciferase reporter, luminescence; 100% = IFN-gamma alone, no compound | AID 932 | activation (% of control), % at 5.5 µM | actives 2.6% (n = 200,000);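 active = activation above the screen-wide mean activation plus 3 SD, cut at about 130% in these data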;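 also: raw ratio to IFN-gamma control signal so 100% means no change and 0% no light; values of inactives mirror those of a sister screen read the other way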
STAT1 blocker: STAT1 signaling inhibition; NIH 3T3 STAT1-luciferase reporter, IFN-gamma, luminescence; inhibition, % at 5.5 µM; actives 0.35% (n = 200,000);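 active = inhibition above a set limit, the mean inhibition across all tested compounds plus 3 SD, cut at about 34% in these data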;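 also: 0% = IFN-gamma with DMSO and 100% = IFN-gamma with 300 µM nifuroxazide; values of inactives mirror those of a sister screen read the other way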
NF-kB neuron act: raises NF-kB expression in human neuronal cells. NF-kB reporter expression; stronger effect = higher value. actives 1.6% (n = 190,000). fold change at 12.5 µM; in the data active = fold change above about 3.3
STAT3 activator: increases IL-6 driven STAT3 reporter signal. U3A cells, IL-6 STAT3-luciferase reporter, luminescence; 100% = signal with IL-6 EC80 alone. actives 0.91% (n = 190,000). AID 871. activation (% of control), % at 5.6 µM;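 active = activation above the screen-wide mean of compound activation plus 3 SD, cut at about 130% in these data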;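 also: 0% = background luminescence of wells with medium and substrate only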
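Material: human STAT1-deficient U3A cells with stable STAT3-luciferase reporter / Probe or stimulus: IL-6 stimulus at 33 ng/mL final / Schedule: 1 h compound pre-exposure, 6 h IL-6 stimulation, 37 °C / Technique: luminescence / Read-out basis: percent of IL-6-only median luminescence / Control set: IL-6-only high control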
Hsp70 act: Hsp70 transcriptional activation, primary screen; actives 0.04% (n = 200,000); activation, % at 10 µM; HeLa Hsp70 promoter luciferase reporter, luminescence; scaled: vehicle 0, proteasome-inhibitor control 100%;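 active = activation above the mean across all tested compounds plus 3 SD, cutoff set per campaign, cut at about 5.5% in these data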;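 also: 100% = MG132 at 30 µM as the positive control and 0% = DMSO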
TLR4-MyD88 BLA: inhibitors of human TLR4-MyD88 binding. HeLa CL3-4 TLR4/MyD88 BLA complementation, FRET ratio. inhibition, % at 8.4 µM. actives 0.18% (n = 200,000). AID 861; in the data active = inhibition above about 25%;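 also: 0% = vehicle and 100% = reference inhibitor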
Target sequence (O00206 whole entry, looked up): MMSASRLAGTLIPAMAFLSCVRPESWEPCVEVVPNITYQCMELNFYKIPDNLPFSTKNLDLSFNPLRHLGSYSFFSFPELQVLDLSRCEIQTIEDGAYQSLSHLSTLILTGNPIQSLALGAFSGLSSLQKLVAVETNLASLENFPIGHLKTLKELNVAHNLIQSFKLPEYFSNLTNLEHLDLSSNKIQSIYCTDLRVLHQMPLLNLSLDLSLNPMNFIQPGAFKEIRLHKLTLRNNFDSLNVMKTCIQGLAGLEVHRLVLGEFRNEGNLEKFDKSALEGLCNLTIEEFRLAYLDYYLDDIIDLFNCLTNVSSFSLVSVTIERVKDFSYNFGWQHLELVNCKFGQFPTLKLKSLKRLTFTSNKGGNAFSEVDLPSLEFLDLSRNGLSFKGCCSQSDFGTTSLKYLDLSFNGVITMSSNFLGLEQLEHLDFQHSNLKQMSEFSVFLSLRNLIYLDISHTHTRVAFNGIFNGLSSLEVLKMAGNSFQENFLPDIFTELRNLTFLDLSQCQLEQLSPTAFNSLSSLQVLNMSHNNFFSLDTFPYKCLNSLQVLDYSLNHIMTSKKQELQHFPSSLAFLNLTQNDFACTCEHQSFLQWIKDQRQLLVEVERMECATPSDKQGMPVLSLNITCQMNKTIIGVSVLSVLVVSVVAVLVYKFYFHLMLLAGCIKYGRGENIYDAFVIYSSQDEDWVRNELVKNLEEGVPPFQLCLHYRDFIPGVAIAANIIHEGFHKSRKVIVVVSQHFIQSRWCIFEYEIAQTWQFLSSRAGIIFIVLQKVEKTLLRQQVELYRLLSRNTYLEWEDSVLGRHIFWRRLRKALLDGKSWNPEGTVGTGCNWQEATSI
Target sequence (Q99836 whole entry, looked up): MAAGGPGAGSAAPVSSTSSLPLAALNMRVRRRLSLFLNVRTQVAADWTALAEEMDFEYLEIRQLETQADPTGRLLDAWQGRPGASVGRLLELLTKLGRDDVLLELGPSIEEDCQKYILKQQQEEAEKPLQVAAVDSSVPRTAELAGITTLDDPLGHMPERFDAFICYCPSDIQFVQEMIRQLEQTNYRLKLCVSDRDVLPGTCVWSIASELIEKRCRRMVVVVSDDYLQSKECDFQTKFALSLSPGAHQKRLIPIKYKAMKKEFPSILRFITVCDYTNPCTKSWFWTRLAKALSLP
STAT3 blocker: inhibitors of IL-6 induced STAT3 signaling; U3A cells, IL-6 STAT3-luciferase reporter, luminescence; host cell line lacks STAT1; inhibition, % at 5.5 µM; actives 0.89% (n = 190,000); AID 862;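 active = inhibition above the mean inhibition across all screened compounds plus 3 SD, cut at about 44% in these data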;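 also: 0% = DMSO only wells and 100% = 100 µM nifuroxazide control wells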
HMGR II inh: inhibitors of class II HMG-CoA reductase from Enterococcus faecalis. inhibition, % at 10 µM. AID 1066. purified E. faecalis HMGR, NADPH absorbance 340 nm kinetic. actives 0.41% (n = 190,000);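 active = inhibition above a set limit, the median over all tested compounds plus 3 SD, cut at about 9.5% in these data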;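 also: enzyme runs in reverse so mevalonate oxidation gives rising NADPH absorbance; 0% = complete reaction with DMSO and 100% = background rate lacking mevalonate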
Starred values were filed as active, the others as inactive. Outcome played no part in choosing rows. About 5.6% of those tested had a hit in this group.

COC(=O)c1c(C(=O)OC)c(-c2ccc(C(C)(C)C)cc2)n2c1CS(=O)C2 (configuration not stated) was read as APP 5'UTR act -1, Redox H2O2 prof -0.2, STAT1 activator 104, STAT1 blocker -5, NF-kB neuron act 1.3, STAT3 activator 102, Hsp70 act -0.5, TLR4-MyD88 BLA 2, STAT3 blocker 0 and HMGR II inh -5.
For O=C(CCCN1C(=O)c2ccccc2C1=O)NCCCn1ccnc1 the results were APP 5'UTR act -4, Redox H2O2 prof 0.5, STAT1 activator 107, STAT1 blocker -9, NF-kB neuron act 1.2, STAT3 activator 104, Hsp70 act 0.0, TLR4-MyD88 BLA 2, STAT3 blocker 3 and HMGR II inh 8.
For Cc1ccccc1C(=O)N1CCC(C(=O)Nc2ccc(S(=O)(=O)N(C)C(C)C)cc2)CC1 the results were APP 5'UTR act -4, Redox H2O2 prof 0.1, STAT1 activator 105, STAT1 blocker -5, NF-kB neuron act 0.66, STAT3 activator 105, Hsp70 act 0.0, TLR4-MyD88 BLA -7, STAT3 blocker -5 and HMGR II inh -2.
Screening CC(=O)c1ccc(Nc2cc(C)nc3ccc(C)cc23)cc1 returned APP 5'UTR act 8, Redox H2O2 prof 0.3, STAT1 activator 99, STAT1 blocker -1, NF-kB neuron act 1.1, STAT3 activator 99, Hsp70 act -0.2, TLR4-MyD88 BLA 1, STAT3 blocker 6 and HMGR II inh 0.
For CCn1nc2cc(C(=O)NCc3cc(C(F)(F)F)cc(C(F)(F)F)c3)ccc2c1OC the results were APP 5'UTR act -8, Redox H2O2 prof -5.3, STAT1 activator 100, STAT1 blocker -1, NF-kB neuron act 0.92, STAT3 activator 79, Hsp70 act -0.5, TLR4-MyD88 BLA -4, STAT3 blocker 29 and HMGR II inh 3.
COC(=O)c1cccc(NC(=S)Nc2cccc(Cl)c2C)c1 was read as APP 5'UTR act -1, Redox H2O2 prof 0.5, STAT1 activator 108, STAT1 blocker -9, NF-kB neuron act 0.88, STAT3 activator 92, Hsp70 act -0.2, TLR4-MyD88 BLA -2, STAT3 blocker 12 and HMGR II inh 2.
`CCOc1ccc(NC(=O)CSc2ncn[nH]2)c([N+](=O)[O-])c1` gave APP 5'UTR act 5, Redox H2O2 prof 0.7, STAT1 activator 105, STAT1 blocker -6, NF-kB neuron act 1.2, STAT3 activator 111, Hsp70 act 0.0, TLR4-MyD88 BLA -6, STAT3 blocker -18 and HMGR II inh 0.
Cc1cccc(NCc2nc3ccccc3n2Cc2ccccc2)c1 was read as APP 5'UTR act 19, Redox H2O2 prof 0.1, STAT1 activator 104, STAT1 blocker -4, NF-kB neuron act 1.5, STAT3 activator 98, Hsp70 act -0.1, TLR4-MyD88 BLA 8, STAT3 blocker 8 and HMGR II inh 2.
CCO[C@@H]1OC(C(=O)N2CCOCC2)=C[C@H](c2ccc(Br)cc2)[C@H]1CCCO was read as APP 5'UTR act 0, Redox H2O2 prof -1.1, STAT1 activator 98, STAT1 blocker 4, NF-kB neuron act 1.3, Hsp70 act -0.2, TLR4-MyD88 BLA -5 and HMGR II inh 3.
`C=CCSc1nnc(NC(=O)c2cccc(S(=O)(=O)N3CCOCC3)c2)s1` gave APP 5'UTR act -9, Redox H2O2 prof 1.1, STAT1 activator 102, STAT1 blocker -2, NF-kB neuron act 1, STAT3 activator 99, Hsp70 act -0.5, TLR4-MyD88 BLA -14, STAT3 blocker 2 and HMGR II inh -9.
For COc1cc(C)ccc1OCCON1C(=O)CCC1=O the results were APP 5'UTR act 8, Redox H2O2 prof -3.2, STAT1 activator 118, STAT1 blocker -19, NF-kB neuron act 1.1, STAT3 activator 108, Hsp70 act -0.5, TLR4-MyD88 BLA 6, STAT3 blocker -10 and HMGR II inh -6.
`CCOC(=O)C1CCCN(CCC(=O)Nc2ccc(C)c(C)c2)C1` (configuration not stated) gave APP 5'UTR act 21, Redox H2O2 prof -1.3, STAT1 activator 106, STAT1 blocker -7, NF-kB neuron act 1, STAT3 activator 98, Hsp70 act 0.0, TLR4-MyD88 BLA -17, STAT3 blocker 4 and HMGR II inh 4.
For OC(CNc1ccccc1)Cn1ccc2ccccc21 (configuration not stated) the results were APP 5'UTR act 1, Redox H2O2 prof 0.0, STAT1 activator 102, STAT1 blocker -4, NF-kB neuron act 1, STAT3 activator 99, Hsp70 act -0.1, TLR4-MyD88 BLA 1, STAT3 blocker 3 and HMGR II inh -4.
For O=c1[nH]c2cc3c(cc2cc1CN(Cc1ccco1)C(=S)NCCCN1CCOCC1)OCCO3 the results were APP 5'UTR act 15, Redox H2O2 prof -0.5, STAT1 activator 97, STAT1 blocker 2, NF-kB neuron act 1.1, STAT3 activator 105, Hsp70 act -0.1, TLR4-MyD88 BLA 0, STAT3 blocker -4 and HMGR II inh -1.
CCN(CC)C(=O)C1CCCN(c2ccc([N+](=O)[O-])cc2/C=N/NC(=O)c2cccc([N+](=O)[O-])c2)C1 (configuration not stated) was read as APP 5'UTR act 4, Redox H2O2 prof -4.9, STAT1 activator 100, STAT1 blocker 0, NF-kB neuron act 0.87, STAT3 activator 100, Hsp70 act 0.1, TLR4-MyD88 BLA 3, STAT3 blocker 2 and HMGR II inh -4.
For Cc1nnc(C)n1/N=C/c1cccc(Oc2ccccc2)c1 the results were APP 5'UTR act -8, Redox H2O2 prof 2.1, STAT1 activator 99, STAT1 blocker 1, NF-kB neuron act 1.4, STAT3 activator 89, Hsp70 act -0.4, TLR4-MyD88 BLA 8, STAT3 blocker 17 and HMGR II inh -3.
O=C(CSc1nnc(Cc2cccs2)n1-c1ccc(Cl)cc1)NCc1ccc2c(c1)OCO2 was read as APP 5'UTR act -11, Redox H2O2 prof -4.1, STAT1 activator 88, STAT1 blocker 13, NF-kB neuron act 1.1, STAT3 activator 103, Hsp70 act -0.5, TLR4-MyD88 BLA -1, STAT3 blocker 0 and HMGR II inh -5.
For CCn1nnnc1SCC(=O)c1ccc2c(c1)OCCO2 the results were APP 5'UTR act 33, Redox H2O2 prof 0.9, STAT1 activator 117, STAT1 blocker -18, NF-kB neuron act 1.8, STAT3 activator 89, Hsp70 act 0.1, TLR4-MyD88 BLA -11, STAT3 blocker 16 and HMGR II inh 4.
`CCOc1ccccc1NC(=O)c1nc(-c2ccccc2)oc1C` gave APP 5'UTR act 18, Redox H2O2 prof 0.3, STAT1 activator 107, STAT1 blocker -10, NF-kB neuron act 1.4, STAT3 activator 141*, Hsp70 act 0.1, TLR4-MyD88 BLA -4, STAT3 blocker -35 and HMGR II inh 1.
`COc1ccc(Cl)cc1NC(=O)C(C)N1CCN(C/C=C/c2ccccc2)CC1` (configuration not stated) gave APP 5'UTR act -5, Redox H2O2 prof -0.4, STAT1 activator 101, STAT1 blocker -1, NF-kB neuron act 0.88, STAT3 activator 107, Hsp70 act -0.3, TLR4-MyD88 BLA -3, STAT3 blocker -6 and HMGR II inh 4.
`O=C(CSc1cccc(C(F)(F)F)c1)NC(=O)c1ccccc1` gave APP 5'UTR act 6, Redox H2O2 prof 0.4, STAT1 activator 99, STAT1 blocker 1, NF-kB neuron act 1.1, STAT3 activator 99, Hsp70 act -0.6, TLR4-MyD88 BLA 2, STAT3 blocker 4 and HMGR II inh -5.
Screening O=C(Nc1ccc(S(=O)(=O)NC2CCCCC2)cc1)c1ccco1 returned APP 5'UTR act -12, Redox H2O2 prof 0.4, STAT1 activator 87, STAT1 blocker 14, NF-kB neuron act 1.1, STAT3 activator 96, Hsp70 act 0.0, TLR4-MyD88 BLA 9, STAT3 blocker 7 and HMGR II inh -3.
O=C(NC1CCCC1)C(c1ccc(N2CCOCC2)cc1)N(Cc1ccco1)C(=O)c1ccco1 (configuration not stated) was read as APP 5'UTR act -1, Redox H2O2 prof 0.7, STAT1 activator 107, STAT1 blocker -8, NF-kB neuron act 0.98, STAT3 activator 101, Hsp70 act 0.0, TLR4-MyD88 BLA -10, STAT3 blocker 9 and HMGR II inh -6.
COc1ccc(OC)c(S(=O)(=O)N2c3ccccc3CC2C)c1 (configuration not stated) was read as APP 5'UTR act 27, Redox H2O2 prof 0.8, STAT1 activator 99, STAT1 blocker 1, NF-kB neuron act 0.99, STAT3 activator 104, Hsp70 act -0.2, TLR4-MyD88 BLA 0, STAT3 blocker -2 and HMGR II inh -1.
Screening CCCCn1nnc(NC(=O)Cc2ccc(Cl)cc2)n1 returned APP 5'UTR act 7, Redox H2O2 prof 1.0, STAT1 activator 92, STAT1 blocker 2, NF-kB neuron act 1.2, STAT3 activator 102, Hsp70 act -0.3, TLR4-MyD88 BLA 3, STAT3 blocker 1 and HMGR II inh -1.
Screening CS(=O)(=O)N1CCC(C(=O)N2CCC(Cc3ccccc3)CC2)CC1 returned APP 5'UTR act 21, Redox H2O2 prof -0.3, STAT1 activator 102, STAT1 blocker 7, NF-kB neuron act 1.1, STAT3 activator 93, Hsp70 act -0.2, TLR4-MyD88 BLA -5, STAT3 blocker 11 and HMGR II inh 1.
For CC1=C(C(=O)Nc2ccccc2C)C(c2ccc(C)o2)N2C(=O)CSC2=N1 (configuration not stated) the results were APP 5'UTR act -11, Redox H2O2 prof 2.1, STAT1 activator 104, STAT1 blocker -4, NF-kB neuron act 1, STAT3 activator 94, Hsp70 act -0.4, TLR4-MyD88 BLA -15, STAT3 blocker 10 and HMGR II inh 3.
Screening Cc1nn(-c2ccccc2)c2sc(C(=O)N3CCOCC3)cc12 returned APP 5'UTR act 73, Redox H2O2 prof 2.5, STAT1 activator 121, STAT1 blocker -23, NF-kB neuron act 2, STAT3 activator 177*, Hsp70 act -0.5, TLR4-MyD88 BLA 0, STAT3 blocker -86 and HMGR II inh 1.
`COC(=O)c1sc(NC(=O)c2c(F)cccc2F)c(C#N)c1C` gave APP 5'UTR act 7, Redox H2O2 prof 1.1, STAT1 activator 91, STAT1 blocker 8, NF-kB neuron act 0.7, STAT3 activator 89, Hsp70 act 0.3, TLR4-MyD88 BLA -6, STAT3 blocker 18 and HMGR II inh -7.
`C=CCNS(=O)(=O)c1cccc(C(C)=O)c1` gave APP 5'UTR act 6, Redox H2O2 prof 0.4, STAT1 activator 94, STAT1 blocker 6, NF-kB neuron act 1.5, STAT3 activator 98, Hsp70 act -0.5, TLR4-MyD88 BLA 7, STAT3 blocker 4 and HMGR II inh 1.

Fetched by structure from the entries so far:
O=C(NC1CCCC1)C(c1ccc(N2CCOCC2)cc1)N(Cc1ccco1)C(=O)c1ccco1 (configuration not stated) was read as APP 5'UTR act -1, Redox H2O2 prof 0.7, STAT1 activator 107, STAT1 blocker -8, NF-kB neuron act 0.98, STAT3 activator 101, Hsp70 act 0.0, TLR4-MyD88 BLA -10, STAT3 blocker 9 and HMGR II inh -6.
Screening Cc1nn(-c2ccccc2)c2sc(C(=O)N3CCOCC3)cc12 returned APP 5'UTR act 73, Redox H2O2 prof 2.5, STAT1 activator 121, STAT1 blocker -23, NF-kB neuron act 2, STAT3 activator 177*, Hsp70 act -0.5, TLR4-MyD88 BLA 0, STAT3 blocker -86 and HMGR II inh 1.

Assay outcomes (PubChem BioAssay)
